RXFP1 antag: RXFP1 (human) relaxin receptor antagonism | Q9HBX9 | HEK293-RXFP1, relaxin-stimulated cAMP HTRF, 30 min; active compounds read low | activity change, negative = inhibition, % at 57.5 µM | actives 0.59% (n = 350,000) | AID 1259400;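 active = activity change of -60% or lower, but not beyond a set lower limit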; also: % is scaled to controls: 0 for no effect and ±100 for the full control effect
D1 antag: blocks dopamine activation of the human D1 receptor | P21728 | HEK293 TREx D1 cells, calcium flux, dopamine EC80; active compounds read low | activity change, negative = inhibition, % at 10 µM | actives 3.2% (n = 360,000); in the data active = activity change below about -30%; also: % is scaled to controls: 0 for no effect and ±100 for the full control effect
Target sequence (P21728 whole entry, looked up): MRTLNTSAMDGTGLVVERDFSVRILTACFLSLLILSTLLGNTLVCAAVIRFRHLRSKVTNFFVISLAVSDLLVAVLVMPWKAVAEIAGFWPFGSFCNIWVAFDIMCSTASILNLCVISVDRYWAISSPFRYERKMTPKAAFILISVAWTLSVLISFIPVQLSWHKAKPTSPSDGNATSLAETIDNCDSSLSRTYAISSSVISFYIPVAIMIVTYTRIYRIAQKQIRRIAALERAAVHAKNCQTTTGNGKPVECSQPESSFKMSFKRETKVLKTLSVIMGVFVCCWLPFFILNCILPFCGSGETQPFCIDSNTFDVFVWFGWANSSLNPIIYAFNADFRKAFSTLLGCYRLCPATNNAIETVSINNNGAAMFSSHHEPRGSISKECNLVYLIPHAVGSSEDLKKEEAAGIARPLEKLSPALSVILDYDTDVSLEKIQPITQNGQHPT
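Cells carrying a force-coupled, tetracycline-inducible human D1 receptor report calcium flux. Each well gets a 10 s baseline, compound with 180 s monitoring, then an EC80 dopamine stimulus with a second 180 s kinetic read.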
D2 antag: D2 dopamine receptor (human) antagonism. P14416. HEK293 TREx D2 cells, calcium flux, dopamine EC80. inhibition, % at 10 µM. actives 2% (n = 340,000). AID 485344; in the data active = inhibition above about 30%; also: 0% is about no effect
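Tetracycline-induced HEK293 TREx cells expressing D2 receptor forced-coupled to calcium signalling, loaded with no-wash calcium dye. Compounds added and calcium flux read 180 s, then dopamine added at EC80 and read a further 180 s.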
D1 agonist: human D1 receptor agonism. actives 1% (n = 360,000). P21728. HEK293 T-REx D1 cells, calcium flux, agonist mode. activation, % at 2 µM; in the data active = activation above about 30%; also: 0% is about no effect
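Tetracycline-induced HEK293 TREx D1 cells, force-coupled to calcium signalling, were dye-loaded with a no-wash calcium kit. Compound was pin-added after a 10 s baseline. Fluorescence was read kinetically at 1 cycle/s for 180 s, with calcium rises flagged as agonism.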
D2 PAM: positive allosteric modulators of human D2 dopamine receptor. actives 0.34% (n = 340,000). potentiation, % at 10 µM. AID 485347. P14416. HEK293 T-REx D2, calcium flux, EC20 dopamine potentiation;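 active = potentiation over 3 SD above the plate norm, cut at about 30% in these data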; also: 0% is about no effect
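Tetracycline-induced HEK293 T-REx cells force-coupled to calcium signalling expressed D2; compounds were pin-added after a 10 s baseline, read kinetically 180 s, then an EC20 dopamine challenge followed with a further 180 s calcium read.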
D1 potentiator: human D1 dopamine receptor positive modulation. P21728. HEK293 TREx D1 cells, calcium flux, dopamine EC20 potentiation. potentiation, % at 10 µM. actives 0.036% (n = 360,000). AID 504651; in the data active = potentiation above about 30%; also: 0% is about no effect
RXFP1 agonist: activates the human relaxin receptor RXFP1; actives 0.3% (n = 370,000); Q9HBX9; Potency, µM (titrated, usually from 57.5 µM), inactives show at the highest dose activation, usual class: activators; HEK293T-RXFP1 cAMP TR-FRET, 30 min; response scale: percent of porcine relaxin response, buffer zero; active = well fitted activation curve with a large enough effect; also: potency is read from the fitted curve at half-maximal effect; % is scaled to controls: 0 for no effect and ±100 for the full control effect; nearly all actives have a fitted effect of over 60% in size; many of its hits are not listed in these tables
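HEK293T cells stably expressing RXFP1 were pretreated with the PDE4 inhibitor Ro 20174, exposed to compounds for 30 min at 37C, lysed, and cAMP was read by TR-FRET. Data normalized to buffer (basal) and 29 nM porcine relaxin (100%).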
TRHR enhancer: allosterically enhances the human TRH receptor; P34981; TRHR cells, fluo-8 calcium fluorescence, EC20 TRH enhancement; enhancement, % at 2 µM; actives 0.66% (n = 360,000); AID 493056; in the data active = enhancement above about 30%; also: 0% is about no effect
Target sequence (P34981 whole entry, looked up): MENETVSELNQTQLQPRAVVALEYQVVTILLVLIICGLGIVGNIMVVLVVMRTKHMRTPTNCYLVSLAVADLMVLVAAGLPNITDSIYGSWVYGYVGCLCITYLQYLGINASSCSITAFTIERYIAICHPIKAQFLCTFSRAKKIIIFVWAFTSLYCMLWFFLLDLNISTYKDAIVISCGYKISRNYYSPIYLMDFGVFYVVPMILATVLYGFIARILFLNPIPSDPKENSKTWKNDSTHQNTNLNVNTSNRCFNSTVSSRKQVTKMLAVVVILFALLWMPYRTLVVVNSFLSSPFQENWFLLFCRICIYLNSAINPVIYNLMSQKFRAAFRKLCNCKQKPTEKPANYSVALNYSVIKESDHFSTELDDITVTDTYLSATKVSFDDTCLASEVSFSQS
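TRHR-expressing cells loaded with fluo-8 calcium dye were read kinetically (ex 480/em 530) during compound addition, then stimulated with an EC20 of TRH (10 nM final). Enhancement of the Gq-mediated intracellular calcium response was scored.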
D2 agonist: agonists of human D2 dopamine receptor; P14416; HEK293 T-REx D2 cells, calcium flux agonist mode; activation, % at 2 µM; actives 0.53% (n = 340,000); AID 485358;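 active = activation over 3 SD above normal in the single-dose calcium agonist read, cut at about 30% in these data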; also: 0% is about no effect
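In this primary screen, compounds producing a positive calcium signal within 180 s of addition to tetracycline-induced, force-coupled HEK293 Trex D2 cells are flagged; cells are dye-loaded with a no-wash calcium kit beforehand.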
* hit, by the source's call; nt = no result given. Only part of the results is shown (hit frequency here may not be typical).

SMILES	RXFP1 antag	D1 antag	D2 antag	D1 agonist	D2 PAM	D1 potentiator	RXFP1 agonist	TRHR enhancer	D2 agonist
c1cncc(-c2nnc(C3CCCCC3)o2)c1	10	9	-9	0	-1	-3	4.4%	-1	0.2
Cn1nnc(NC(=S)NC(=O)c2cc3ccccc3o2)n1	-6	1	7	1	-2	-5	-0.3%	-2	-0.5
Cc1ccc(NC(=O)C(=O)NCCc2csc3nc(-c4ccccc4C)nn23)cc1Cl	5	4	nt	1	11	-1	4.7%	3	-0.6
CC(C)CN(C(=O)c1ccco1)C1CCS(=O)(=O)C1 (stereo not given)	4	0	15	2	4	0	0.9%	4	-0.5
COc1ccc2nc(NC(=O)CSc3nnnn3C3CCCCC3)sc2c1	15	17	6	1	-6	1	-0.1%	4	0.1
CCn1c(SCC(=O)N2CCOCC2)nc2c(c1=O)SC(C)C2 (stereo not given)	-1	-3	-13	-1	27	-5	0.6%	-2	0.8
CCn1nnnc1SCC(=O)NCc1ccco1	2	-13	1	0	9	-5	-0.2%	-2	1.0
Cc1ccc(-c2nnc(NC(=O)c3ccc([N+](=O)[O-])o3)o2)c(C)c1	-17	12	-5	5	4	12	0.0%	-2	-0.8
S=c1[nH]nc(-c2ccccn2)n1/N=C/c1cccc2ccccc12	-11	-4	2	1	12	-1	0.5%	-1	-0.3
CN1CCN(CC(=O)Nc2ccc(Cl)cc2Cl)CC1	12	-1	nt	1	nt	-3	-0.6%	5	nt
Cc1ccc(CNc2ccc(N3CCOCC3)cc2)cc1	-9	-1	-11	0	-6	-14	-2.6%	-2	0.3
CN(C)c1cccc(C(=O)Nc2ccc3nc4n(c(=O)c3c2)CCCCC4)c1	nt	-14	-26	0	-8	nt	1.0%	-3	0.0
COCCCNC(=O)c1c(NC(=O)Cc2coc3cc(C)ccc23)sc2c1CCCC2	-18	-66*	nt	1	2	0	0.6%	3	-0.9
Cc1ccc(C(=O)N/C(=C\c2cccs2)C(=O)NCCc2c[nH]c3ccccc23)cc1C	-8	-39*	-5	2	-5	3	2.8%	3	0.7
CS(=O)(=O)N(Cc1ccccc1)c1ccc(C(=O)Nc2cccc(Cl)c2)cc1	5	0	nt	9	0	-2	1.0%	1	-0.1
O=C(Cc1c(Cl)cccc1Cl)Nc1ccc(S(=O)(=O)Nc2ncccn2)cc1	6	-3	19	2	27	-6	1.3%	-15	0.7
CCc1cc(C(=O)N=Nc2c(O)[nH]c3ccc([N+](=O)[O-])cc23)c2ccccc2n1	-36	-27	-11	1	-3	-7	6.1%	-4	-0.8
COc1ccc(OC)c(NC(=O)CSc2ccc(-c3ccco3)nn2)c1	-10	-18	1	1	2	-2	4.0%	1	-0.7
COc1ccc(CNC(=O)CCOc2ccc(C(C)(C)C)cc2)cc1	-5	-15	5	6	-5	-3	-0.5%	16	-0.8
CCOc1ccccc1NC(=O)Cn1c(=O)n(Cc2ccccc2)c(=O)c2c1c1cc(C)ccc1n2C	nt	6	nt	1	4	-1	0.4%	1	1.0
CCc1c(C(=O)OCc2ccccc2)[nH]c(C)c1C	-11	1	-4	4	0	5	-0.6%	-4	0.9
O=C(Nc1ccc(S(=O)(=O)Nc2ncccn2)cc1)C1COc2ccccc2O1 (stereo not given)	11	7	6	3	-4	3	7.5%	-1	8.9
Cc1ccc(-c2nn3c(C)nnc3c3ccccc23)cc1S(=O)(=O)N(C)CCO	2	-10	7	-1	0	0	13%	23	-0.1
CCOc1ccc(NC(=S)N=Nc2c(O)[nH]c3ccccc23)cc1	-17	-6	8	0	-5	-9	-4.3%	-9	0.7
CC(C(=O)O)n1cc(Cl)cn1 (stereo not given)	4	-11	-5	3	nt	-3	0.8%	4	0.4
CC(C)Oc1ccc(S(=O)(=O)N2CCOCC2)cc1NC(=O)Cc1c(F)cccc1Cl	-6	-15	31*	3	11	-2	-0.3%	-21	-0.3
N#CCc1c(C#N)c(N)nc(N2CCN(Cc3ccc4c(c3)OCO4)CC2)c1C#N	-10	-16	18	2	-35	7	0.4%	-1	1.7
CCOC(=O)c1sc(N2C(=O)C(O)=C(C(=O)c3ccc(C)o3)C2c2cccc([N+](=O)[O-])c2)nc1C (stereo not given)	2	2	0	3	-5	0	2.3%	0	-0.2
CCNC(=O)NC(=O)C(C)OC(=O)C1CCN(S(=O)(=O)c2ccccc2F)CC1 (stereo not given)	4	5	-4	0	3	-2	3.0%	-4	0.7
CC(Sc1nnc(CNC(=O)c2ccco2)n1C)C(=O)Nc1nccs1 (stereo not given)	-9	7	8	10	1	nt	-0.2%	-6	0.8
COc1ccc(-c2cc3ccccc3oc2=O)cc1NC(=O)c1ccc(Br)o1	-5	0	-6	5	-8	-3	6.3%	-2	1.1
COc1ccc(N=c2oc3cc(O)ccc3cc2C(=O)NCC2CCCO2)cc1 (stereo not given)	-5	-12	-15	2	6	-8	2.8%	6	1.4
O=C(N/N=C/c1c[nH]c2ccccc12)c1cc(Cl)ccc1O	9	-2	-4	9	-5	-5	-2.2%	8	0.0
CC12CCC(C(=O)N/N=C/c3ccc(O)cc3)(OC1=O)C2(C)C (stereo not given)	20	5	0	3	0	-4	-0.7%	3	0.7
Cn1c(SCC(=O)Nc2ccc(Br)cn2)nnc1C1CC1	3	-26	4	7	9	1	4.7%	1	0.1
CCOc1ccc(NC(=O)C(C)Oc2ccccc2C(=O)Nc2ccc(C)c(Cl)c2)cc1 (stereo not given)	4	1	-6	2	-2	1	0.1%	4	-0.4
NC(=O)c1ccc(NC(=O)COc2cccc3c2CCNC3=O)cc1	-7	2	6	0	-3	0	1.1%	-1	0.4
Cc1nn(Cc2ccccc2)c(C)c1CCC(=O)O	-14	-83*	8	0	9	-6	0.5%	1	1.6
O=C(CSc1ccccn1)Nc1ccc2c(c1)OCO2	-11	-2	4	0	4	-4	2.7%	1	-0.3
COc1ccccc1-n1cnnc1SC1CCOC1=O (stereo not given)	-4	-14	-20	1	-6	-9	2.1%	-6	0.5

Brought forward from above: seven entries, then new ones.
SMILES	RXFP1 antag	D1 antag	D2 antag	D1 agonist	D2 PAM	D1 potentiator	RXFP1 agonist	TRHR enhancer	D2 agonist
CC12CCC(C(=O)N/N=C/c3ccc(O)cc3)(OC1=O)C2(C)C (stereo not given)	20	5	0	3	0	-4	-0.7%	3	0.7
Cn1c(SCC(=O)Nc2ccc(Br)cn2)nnc1C1CC1	3	-26	4	7	9	1	4.7%	1	0.1
CCOc1ccc(NC(=O)C(C)Oc2ccccc2C(=O)Nc2ccc(C)c(Cl)c2)cc1 (stereo not given)	4	1	-6	2	-2	1	0.1%	4	-0.4
NC(=O)c1ccc(NC(=O)COc2cccc3c2CCNC3=O)cc1	-7	2	6	0	-3	0	1.1%	-1	0.4
Cc1nn(Cc2ccccc2)c(C)c1CCC(=O)O	-14	-83*	8	0	9	-6	0.5%	1	1.6
O=C(CSc1ccccn1)Nc1ccc2c(c1)OCO2	-11	-2	4	0	4	-4	2.7%	1	-0.3
COc1ccccc1-n1cnnc1SC1CCOC1=O (stereo not given)	-4	-14	-20	1	-6	-9	2.1%	-6	0.5
Cc1nn(-c2ccccc2)c(C)c1/C=C/C(=O)OCC(=O)Nc1ccc(S(N)(=O)=O)cc1	4	-32*	-44	8	0	nt	0.2%	4	6.8
CC(c1ccc(F)cc1)n1c(-c2ccc3ccccc3n2)n[nH]c1=S (stereo not given)	-23	-11	0	1	27	-1	4.3%	7	-1.7
O=C(c1ccccc1F)N(Cc1ccc(F)cc1)C1CCS(=O)(=O)C1 (stereo not given)	-15	-3	6	0	1	-7	0.0%	-1	0.4
COc1ccc(CC(=O)N2CCN(C(=O)c3ccco3)CC2)cc1	-4	7	-23	2	4	0	-0.7%	12	0.5
Cc1ccc(C)c(Cn2c3ccccc3c3cnn(CC(=O)NCCc4ccccc4)c(=O)c32)c1	1	-6	nt	3	8	-2	0.7%	2	-1.2
COc1ccc(N/C=C2/Sc3ccccc3NC2=O)cc1	-9	-14	16	0	3	-6	0.0%	-1	0.1
CC(C)(C)c1ccc(S(=O)(=O)c2cn(CC(=O)Nc3ccccc3)c3ccccc3c2=O)cc1	nt	-26	nt	2	-12	-6	3.4%	-23	0.8
COc1ccccc1N1CCN(C(=O)c2ccc(N(C)S(=O)(=O)c3ccccc3)cc2)CC1	-4	-8	20	3	nt	0	0.1%	1	5.1
CCCCn1c(N)c(N(CCOC)C(=O)COc2ccc(Cl)cc2)c(=O)[nH]c1=O	-3	6	9	3	0	2	0.0%	-5	2.5
COc1ccc(-c2nnc(SCC(=O)N3c4ccccc4Sc4ccccc43)o2)cc1	-2	-7	16	0	21	1	-1.9%	-3	0.6
CN(C)S(=O)(=O)c1cccn1-c1ncc(C(F)(F)F)cc1Cl	0	-13	9	2	0	-4	2.1%	2	0.4
N#C/C(=N\Nc1ccc(Cl)c(Cl)c1)C(=O)C1CC1	-36	-44*	18	23	-7	-5	1.6%	-3	2.9
COc1ccc(N)cc1C#N	nt	5	23	1	-2	nt	-1.1%	-5	1.3
O=C(Nc1c[nH]c(=O)[nH]c1=O)c1ccc2c(c1)C(=O)N(c1cccc([N+](=O)[O-])c1)C2=O	-3	5	8	5	5	-3	-1.8%	-1	-0.5

Structures listed above marked active in D1 antag.
canonical_smiles,RXFP1 antag,D1 antag,D2 antag,D1 agonist,D2 PAM,D1 potentiator,TRHR enhancer
COCCCNC(=O)c1c(NC(=O)Cc2coc3cc(C)ccc23)sc2c1CCCC2,-18,-66*,nt,1,2,0,3
Cc1ccc(C(=O)N/C(=C\c2cccs2)C(=O)NCCc2c[nH]c3ccccc23)cc1C,-8,-39*,-5,2,-5,3,3
Cc1nn(Cc2ccccc2)c(C)c1CCC(=O)O,-14,-83*,8,0,9,-6,1
Cc1nn(-c2ccccc2)c(C)c1/C=C/C(=O)OCC(=O)Nc1ccc(S(N)(=O)=O)cc1,4,-32*,-44,8,0,nt,4
N#C/C(=N\Nc1ccc(Cl)c(Cl)c1)C(=O)C1CC1,-36,-44*,18,23,-7,-5,-3
